Screening data (PubChem BioAssay)
Rv3671c protease – Rv3671c serine protease inhibitors, primary screen, biochemical, fluorescence polarization, M. tuberculosis H37Rv. inhibition, % at 5.96 µM. 320,000 compounds, 0.048% hits. P9WHR9; in the data active = inhibition above about 38%;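 note: extracellular domain of Rv3671c used as enzyme; 0% = enzyme with DMSO and 100% = no enzyme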
Target sequence (P9WHR9 whole entry, looked up, the tested form may be a part): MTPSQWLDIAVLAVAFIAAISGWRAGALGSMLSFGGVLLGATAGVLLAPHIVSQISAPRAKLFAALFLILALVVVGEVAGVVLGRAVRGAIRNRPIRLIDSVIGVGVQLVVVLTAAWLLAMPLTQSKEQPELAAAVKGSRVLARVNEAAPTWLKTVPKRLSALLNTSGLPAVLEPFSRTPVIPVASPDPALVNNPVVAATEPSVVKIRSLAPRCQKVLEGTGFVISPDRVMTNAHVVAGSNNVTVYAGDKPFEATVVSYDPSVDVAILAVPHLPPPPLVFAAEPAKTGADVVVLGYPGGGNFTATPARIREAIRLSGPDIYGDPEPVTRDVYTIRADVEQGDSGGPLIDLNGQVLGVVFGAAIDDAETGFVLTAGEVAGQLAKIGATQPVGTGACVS
VHR inh abs – VHR1 phosphatase inhibitors, primary screen, biochemical, absorbance, uHTS. Dual specificity protein phosphatase 3 (Homo sapiens), P51452. recombinant VHR phosphatase, pNPP absorbance. inhibition, % at 13.3 µM. 290,000 compounds, 0.52% hits. AID 1654, 2009; in the data active = inhibition above about 50%; note: some compounds called inactive have numbers as strong as hits
Target sequence (P51452 whole entry, looked up): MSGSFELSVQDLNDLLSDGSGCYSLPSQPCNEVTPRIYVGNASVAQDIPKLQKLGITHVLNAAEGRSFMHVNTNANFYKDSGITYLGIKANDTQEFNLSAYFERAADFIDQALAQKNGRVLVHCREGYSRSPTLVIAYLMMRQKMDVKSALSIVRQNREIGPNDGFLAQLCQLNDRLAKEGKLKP
FadD28 binding – inhibitors of FadD28 bisubstrate probe binding, primary screen, biochemical, fluorescence polarization, single point; 360,000 compounds, 0.22% hits; inhibition, % at 12.5 µM; AID 588549, 2011; in the data active = inhibition above about 8.5%, passing the limit was not always enough
CCHFV vOTU inh – CCHFV vOTU protease inhibitors, primary screen, biochemical, Pep-AMC substrate, fluorescence. Crimean-Congo hemorrhagic fever virus L polyprotein viral ovarian tumor (vOTU) protease …. inhibition, % at 11.5 µM. 370,000 compounds, 0.55% hits. AID 651958, 2012; note: 0% = vehicle wells with enzyme and 100% = no enzyme wells
BoNT F protease – BoNT/F light chain protease inhibitors, primary screen, biochemical, flow cytometry, MLPCN library; Botulinum neurotoxin type F light chain protease (Clostridium botulinum); Multiplex microsphere protease cleavage assay; inhibition, % at 10 µM; 360,000 compounds, 0.22% hits; AID 588497, 2011; in the data active = inhibition above about 35%, passing the limit was not always enough; note: plate controls were buffer without enzyme for full effect and enzyme alone for no effect
Mtb UGM inh – M. tuberculosis UGM enzyme inhibitors, primary screen, biochemical, fluorescence polarization, single point; purified UGM, fluorescence polarization probe displacement; inhibition, % at 10 µM; 320,000 compounds, 0.06% hits; AID 504406, 2011; in the data active = inhibition above about 10%, passing the limit was not always enough
FBA Mtb inh – Mtb FBA enzyme inhibitors, primary screen, biochemical, fluorescence, strain H37Rv. inhibition, % at 1 µM. 360,000 compounds, 2.3% hits. purified M. tuberculosis FBA, fluorescence read-out; in the data active = inhibition above about 27%;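 note: 0% = vehicle and 100% = reference inhibitor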
Target sequence (P9WQA3 whole entry, looked up): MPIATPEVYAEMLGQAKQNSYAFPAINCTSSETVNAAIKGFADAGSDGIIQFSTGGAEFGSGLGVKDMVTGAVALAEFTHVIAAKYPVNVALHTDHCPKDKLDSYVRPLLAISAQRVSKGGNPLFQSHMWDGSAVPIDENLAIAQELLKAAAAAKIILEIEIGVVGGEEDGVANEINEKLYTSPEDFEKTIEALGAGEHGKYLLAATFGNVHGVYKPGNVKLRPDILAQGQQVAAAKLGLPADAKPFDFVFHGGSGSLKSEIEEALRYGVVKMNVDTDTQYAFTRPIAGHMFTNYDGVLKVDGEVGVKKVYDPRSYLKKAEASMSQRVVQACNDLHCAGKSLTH
MazF activator – activators of E. coli MazEF toxin-antitoxin RNase, primary screen, biochemical, fluorescence, uHTS | Endoribonuclease toxin MazF (Escherichia coli (strain K12)), P0AE70 | FAM/BHQ RNA-DNA oligo cleavage fluorescence, 5 h | activation, % at 20 µM | 350,000 compounds, 0.32% hits; in the data active = activation above about 50%
Target sequence (P0AE70 whole entry, looked up): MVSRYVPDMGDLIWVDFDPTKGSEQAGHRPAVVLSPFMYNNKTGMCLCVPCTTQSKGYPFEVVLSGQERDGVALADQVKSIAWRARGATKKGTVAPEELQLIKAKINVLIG
Mtb BioA inh – M. tuberculosis BioA enzyme inhibitors, primary screen, biochemical, plate reader, single point, HTS. 7,8-diaminopelargonic acid synthase BioA (Mycobacterium tuberculosis). purified M. tuberculosis BioA enzyme. inhibition, % at 9.99 µM. 360,000 compounds, 0.096% hits; in the data active = inhibition above about 40%
GDH-TPI inh – GDH-TPI coupling enzyme inhibitors, primary screen, artefact control for M. tuberculosis FBA inhibitor project, biochemical, absorbance, full deck; GDH-TPI coupled enzyme counterscreen, NADH absorbance; inhibition, % at 4.8 µM; 360,000 compounds, 1.2% hits;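 note: 0% = DMSO wells and 100% = wells lacking the enzyme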
* hit, by the source's call; nt = not tested or not shown. Cut-off read from the data, not from the text of the source, unless noted: active = inhibition above about 30%; inactive = the rest.

Below each SMILES – Rv3671c protease	VHR inh abs	FadD28 binding	CCHFV vOTU inh	BoNT F protease	Mtb UGM inh	FBA Mtb inh	MazF activator	Mtb BioA inh	GDH-TPI inh
COc1ccc2nc(NC(=O)C3CC(=O)N(c4ccccc4)C3)sc2c1 (stereo not drawn)
→ -17	21	-3.6	3	-29	0.6	-2	-1	3.6	-4
O=C(O)Cn1ccc2cc(S(=O)(=O)N3CCCCCC3)ccc21
→ 3	-14	-0.4	-8	-12	-2.9	-2	12	-0.5	-1
O=S(=O)(NCCCCCNS(=O)(=O)c1ccc(F)cc1)c1ccc(F)cc1
→ 2	-1	-3.2	7	-13	0.6	-5	-5	1.6	-4
COCCOC(=O)N1CCCCC1c1cc(C(=O)NCc2ccc(Cl)c(Cl)c2)no1 (stereo not drawn)
→ nt	nt	-4.3	5	3	nt	-3	nt	-0.9	-7
CC1CCN(CC(CS(=O)(=O)c2ccc([N+](=O)[O-])cc2)N2CCC(C)CC2)CC1 (stereo not drawn)
→ 2	2	1.4	22	1	2.9	55*	9	-0.8	10
O=C(c1cccc2c1C(=O)N(Cc1cccnc1)C2)N1CCN(c2ccccc2)CC1
→ 4	17	-1.6	6	-26	-1.6	0	-1	-0.1	-2
CC(C(=O)Nc1ccc(F)c(F)c1)N1CCN(C)CC1 (stereo not drawn)
→ 3	nt	-0.9	8	-13	-0.1	3	5	-1.8	4
FC(F)(F)c1cccc(-c2noc(CN3CCOCC3)n2)c1
→ 3	6	-3.7	5	26	1.8	-3	-10	-1.1	0
Cc1c(Cl)c([N+](=O)[O-])nn1CC(=O)NC(C)c1ccccc1 (stereo not drawn)
→ -4	-8	-2.1	-2	7	1.0	-1	5	-0.1	-3
CCc1nnc(NC(=O)CSc2nc(-c3ccccc3)cc(-c3ccc(OC)cc3)c2C#N)s1
→ 2	-7	-2.0	-18	3	0.0	-3	-50	-1.7	2
CC1CCCN(C(=O)CCNS(=O)(=O)c2ccc3c(c2)c(=O)n(C)c(=O)n3C)C1 (stereo not drawn)
→ -3	7	-1.5	11	7	2.0	4	6	-1.2	1
CCOC(CNC(=O)c1ccc2c(c1)ncn2-c1cccc(F)c1)OCC
→ -2	-3	-3.6	-9	2	2.4	-1	1	-1.3	-8
COCCN1CCC(CNCc2c(C(=O)N3CCCCC3)nc3c(C)cccn23)C1 (stereo not drawn)
→ -2	34	1.3	9	-15	1.4	3	-13	nt	22
CCN(c1ccccc1)S(=O)(=O)c1ccc(C(=O)Nc2nnc(C3CC3)o2)cc1
→ -7	10	-0.8	5	-2	1.5	1	-3	nt	7
CC(CC(=O)O)CC(=O)Nc1nncs1 (stereo not drawn)
→ 5	25	-1.5	-6	3	-1.2	-1	7	-1.0	5
CCC(Cc1ccccc1)NS(=O)(=O)c1csc(C(N)=O)c1 (stereo not drawn)
→ 4	-17	-0.9	10	-6	4.3	-4	4	0.6	4
CC1C(=O)NN=C1C(=O)N/N=C/c1ccco1 (stereo not drawn)
→ -6	15	-3.4	6	4	4.6	-1	-10	nt	9
N[C@@H](Cc1c[nH]c2ccccc12)c1nnc(SCc2c(F)cccc2Cl)o1
→ -8	24	0.4	21	-7	-0.5	-2	-3	4.2	-12
COC(=O)/C=C/CSC1=N/C(=C/c2ccc(-n3cncn3)cc2)C(=O)N1
→ 10	19	-1.5	17	2	-3.3	-5	9	-0.8	19
CCOc1ccc(C(=O)NCC(=O)NCC(c2ccc(OC)cc2)N2CCOCC2)cc1OCC (stereo not drawn)
→ 5	nt	-0.6	-2	-14	-0.7	3	-1	nt	-1
COC(=O)c1ccc(C2C(Oc3ccccc3C)C(=O)N2CCc2ccc(OC)c(OC)c2)cc1 (stereo not drawn)
→ -2	-20	-2.8	19	-1	0.6	-1	1	nt	-6
CCOc1ccc(C(C)NC(=O)CN2C(=O)NC3(CCCCC3)C2=O)cc1OCC (stereo not drawn)
→ -2	nt	-0.7	-4	4	4.4	7	4	-1.1	-8
COc1ccc2nc(NC(=O)c3cc(C)oc3C)sc2c1
→ 0	4	0.1	-7	-7	-2.5	0	3	-2.2	13
O=C(OCC(=O)N1CCC(Cc2ccccc2)CC1)c1cncc(Br)c1
→ 0	nt	-1.1	0	0	2.2	0	-5	-3.1	3
c1cncc(C2SCCCS2)c1
→ nt	nt	-2.7	3	-4	nt	0	10	-1.3	-5
C#CCOCCOCCOCCNc1nc(N2CCN(C(=O)[C@H](CCCCN)n3cc([C@@H](N)C(C)CC)nn3)CC2)nc(N2CCN(C(=O)[C@H](Cc3ccc(O)cc3)n3cc([C@@H](N)C(C)CC)nn3)CC2)n1 (stereo partly drawn)
→ 19	3	-3.2	nt	-48	0.2	1	31	0.8	8
COc1cc(NC2c3ncccc3C(=O)N2Cc2ccco2)cc(OC)c1OC (stereo not drawn)
→ 2	14	1.8	-16	-8	-1.4	1	6	nt	8
COc1cccc(S(=O)(=O)N2CCN(Cc3ccc4c(c3)OCO4)CC2)c1
→ -6	24	nt	11	2	-1.8	0	0	-0.7	-2
O=C(NCCN1CCN(C(=O)c2cccc(OC(F)F)c2)CC1)c1cccc(OC(F)F)c1
→ 5	nt	-4.4	-2	-2	3.1	-2	9	-0.4	-9
CC(C)n1c(-c2cccnc2)nc2cnccc21
→ 0	31	-3.1	8	13	1.5	3	-4	0.7	6

Quoted from above for reference:
Below each SMILES – Rv3671c protease	VHR inh abs	FadD28 binding	CCHFV vOTU inh	BoNT F protease	Mtb UGM inh	FBA Mtb inh	MazF activator	Mtb BioA inh	GDH-TPI inh
CCc1nnc(NC(=O)CSc2nc(-c3ccccc3)cc(-c3ccc(OC)cc3)c2C#N)s1
→ 2	-7	-2.0	-18	3	0.0	-3	-50	-1.7	2
CC1CCCN(C(=O)CCNS(=O)(=O)c2ccc3c(c2)c(=O)n(C)c(=O)n3C)C1 (stereo not drawn)
→ -3	7	-1.5	11	7	2.0	4	6	-1.2	1
CCOC(CNC(=O)c1ccc2c(c1)ncn2-c1cccc(F)c1)OCC
→ -2	-3	-3.6	-9	2	2.4	-1	1	-1.3	-8
COCCN1CCC(CNCc2c(C(=O)N3CCCCC3)nc3c(C)cccn23)C1 (stereo not drawn)
→ -2	34	1.3	9	-15	1.4	3	-13	nt	22
CCN(c1ccccc1)S(=O)(=O)c1ccc(C(=O)Nc2nnc(C3CC3)o2)cc1
→ -7	10	-0.8	5	-2	1.5	1	-3	nt	7

Continued.
Below each SMILES – Rv3671c protease	VHR inh abs	FadD28 binding	CCHFV vOTU inh	BoNT F protease	Mtb UGM inh	FBA Mtb inh	MazF activator	Mtb BioA inh	GDH-TPI inh
Cc1cc(NC(=O)c2cncc(Br)c2)ccc1NC(=O)c1cc2ccccc2o1
→ -3	44	-4.7	7	2	-1.5	-2	-1	-0.8	6
Clc1ccc(-c2nnc(-c3ccccc3)o2)c(Cl)c1
→ -5	-1	-2.0	22	-2	2.4	0	9	nt	4
Cc1cc(C)c(C(=O)CC(=O)c2ccccc2Cl)c(O)c1
→ -4	7	-2.6	9	24	0.9	0	5	0.3	-2
COCCn1c(SCC(=O)c2c(N)n(C)c(=O)n(C)c2=O)nc2ccccc21
→ 1	18	-1.5	10	-5	-1.2	1	0	-0.3	1
COC(=O)Nc1sccc1C(=O)Nc1sccc1C(=O)OC
→ -12	-17	-1.7	1	2	1.9	11	-1	-1.7	24
Cc1ccc(S(=O)(=O)N2CCC(C(=O)OC(C)C(=O)NC3CCCCC3C)CC2)cc1C (stereo not drawn)
→ 5	nt	-3.4	27	-2	2.7	0	0	0.8	-14
N#Cc1c(SCC(N)=O)nsc1SCc1ccccc1Cl
→ -8	24	-2.1	6	-3	0.1	3	3	-2.4	7
O=C1c2ccccc2-c2cc(Br)ccc2NC1O (stereo not drawn)
→ nt	nt	-1.7	-4	-14	nt	-1	-16	-1.1	4
CC(=C1SC(=S)NC1=O)c1ccccc1
→ nt	nt	-1.9	1	5	nt	0	-3	0.9	14
C=CCn1c(SCC(=O)N2CCOCC2)nc2sc3c(c2c1=O)CCCC3
→ -4	6	-1.6	15	-20	-1.1	2	1	18	8
O=c1[nH]c2ccc(S(=O)(=O)N3CCN(c4ccccc4)CC3)cc2[nH]c1=O
→ 5	4	-0.1	15	-4	1.2	4	-23	-3.6	22
Cc1c(Cl)cccc1-n1c(SCC(=O)NCc2ccccc2Cl)nnc1-c1ccncc1
→ 0	7	-1.1	-3	-8	-0.2	0	-14	13	0
COc1cccc2cc(C(=O)C3=C(O)C(=O)N(CCN(C)C)C3c3ccc(F)cc3)oc12 (stereo not drawn)
→ 0	36	-2.1	9	2	-0.9	-1	2	0.3	19
COc1ccccc1CNC(=O)c1ccc2c(=O)n3c(nc2c1)CCCCC3
→ -11	2	-10	9	2	-1.9	-4	-1	-0.2	1
Cc1ccc(C(=O)N/C(=C/c2ccccc2)C(=O)NC(Cc2ccccc2)C(=O)O)cc1 (stereo not drawn)
→ -2	5	2.3	-6	-2	1.2	-3	3	nt	11

Filtered by structure, those above with an NH in an aromatic ring.
Below each SMILES – Rv3671c protease	VHR inh abs	FadD28 binding	CCHFV vOTU inh	BoNT F protease	Mtb UGM inh	FBA Mtb inh	MazF activator	Mtb BioA inh	GDH-TPI inh
N[C@@H](Cc1c[nH]c2ccccc12)c1nnc(SCc2c(F)cccc2Cl)o1
→ -8	24	0.4	21	-7	-0.5	-2	-3	4.2	-12
O=c1[nH]c2ccc(S(=O)(=O)N3CCN(c4ccccc4)CC3)cc2[nH]c1=O
→ 5	4	-0.1	15	-4	1.2	4	-23	-3.6	22

Grouped by structure, those above containing a cyano group.
Below each SMILES – Rv3671c protease	VHR inh abs	FadD28 binding	CCHFV vOTU inh	BoNT F protease	Mtb UGM inh	FBA Mtb inh	MazF activator	Mtb BioA inh	GDH-TPI inh
CCc1nnc(NC(=O)CSc2nc(-c3ccccc3)cc(-c3ccc(OC)cc3)c2C#N)s1
→ 2	-7	-2.0	-18	3	0.0	-3	-50	-1.7	2
N#Cc1c(SCC(N)=O)nsc1SCc1ccccc1Cl
→ -8	24	-2.1	6	-3	0.1	3	3	-2.4	7

Later entries:
Below each SMILES – Rv3671c protease	VHR inh abs	FadD28 binding	CCHFV vOTU inh	BoNT F protease	Mtb UGM inh	FBA Mtb inh	MazF activator	Mtb BioA inh	GDH-TPI inh
CC(=O)C1C(c2ccccc2Cl)NC(=O)NC1(O)C(F)(F)F (stereo not drawn)
→ -2	0	1.5	-4	-2	0.7	5	13	-1.3	7
O=C1/C(=C/c2cccnc2)SC(=S)N1C1CCS(=O)(=O)C1 (stereo not drawn)
→ -55	3	-4.2	-22	-2	1.1	-1	-1	nt	12
CCC(=O)Nc1ccc(-c2nnc(SCC(=O)NCC3CCCO3)n2C)cc1 (stereo not drawn)
→ 6	8	-1.9	4	-3	-0.7	-2	8	nt	-2
O=C1O[C@@H]([C@H](O)CO)C(O)=C1O
→ -1	nt	-2.1	-1	4	-0.9	0	5	0.4	-5
O=C(COC(=O)COc1ccccc1[N+](=O)[O-])Nc1ccc(S(=O)(=O)N2CCCCC2)cc1
→ -4	-4	-1.6	14	2	0.4	0	9	0.0	6
Cc1cc(=O)oc2cc(OC(=O)c3ccccc3)ccc12
→ 3	7	-4.4	-163	2	0.1	75*	9	0.7	4
CCOc1cccc(N2C(=O)CC(NNC(=O)c3ccc(Br)o3)C2=O)c1 (stereo not drawn)
→ -10	-7	-0.6	-14	2	0.1	-1	-1	nt	14
